SSB-PriA inh = inhibitors of Klebsiella pneumoniae PriA binding to SSB C-terminal tail, primary screen, biochemical, AlphaScreen; PriA–SSB C-terminal tail interaction (Klebsiella pneumoniae); AlphaScreen SSBct-PriA binding, biotinylated peptide; inhibition, % at 33 µM; hit rate 0.6% among 430,000; AID 1272365, 2023; in the data active = inhibition mostly above about 37%, no sharp cut-off; inactive = mostly below about 20%;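 note: plate controls were negative control peptide for no effect and reference peptide for full effect; strong numbers were not always called active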
TcdB GH inh = TcdB glycohydrolase inhibitors, primary screen, biochemical, single point, plate reader | Toxin B (Clostridioides difficile), P18177 | TcdB glycohydrolase enzymatic assay | inhibition, % at 9.99 µM | hit rate 0.24% among 350,000 | AID 652162, 2013; in the data active = inhibition above about 10%
Anthrax LF prot = Bacillus anthracis LF protease inhibitors, primary screen, biochemical, multiplex microsphere, MLPCN library | Lethal factor (Bacillus anthracis), P15917 | multiplex microsphere protease cleavage assay | inhibition, % at 10 µM | hit rate 0.12% among 360,000 | AID 588501, 2011; in the data active = inhibition above about 30%; note: plate controls were buffer without enzyme for full effect and enzyme alone for no effect
Target sequence (P15917 whole entry, looked up): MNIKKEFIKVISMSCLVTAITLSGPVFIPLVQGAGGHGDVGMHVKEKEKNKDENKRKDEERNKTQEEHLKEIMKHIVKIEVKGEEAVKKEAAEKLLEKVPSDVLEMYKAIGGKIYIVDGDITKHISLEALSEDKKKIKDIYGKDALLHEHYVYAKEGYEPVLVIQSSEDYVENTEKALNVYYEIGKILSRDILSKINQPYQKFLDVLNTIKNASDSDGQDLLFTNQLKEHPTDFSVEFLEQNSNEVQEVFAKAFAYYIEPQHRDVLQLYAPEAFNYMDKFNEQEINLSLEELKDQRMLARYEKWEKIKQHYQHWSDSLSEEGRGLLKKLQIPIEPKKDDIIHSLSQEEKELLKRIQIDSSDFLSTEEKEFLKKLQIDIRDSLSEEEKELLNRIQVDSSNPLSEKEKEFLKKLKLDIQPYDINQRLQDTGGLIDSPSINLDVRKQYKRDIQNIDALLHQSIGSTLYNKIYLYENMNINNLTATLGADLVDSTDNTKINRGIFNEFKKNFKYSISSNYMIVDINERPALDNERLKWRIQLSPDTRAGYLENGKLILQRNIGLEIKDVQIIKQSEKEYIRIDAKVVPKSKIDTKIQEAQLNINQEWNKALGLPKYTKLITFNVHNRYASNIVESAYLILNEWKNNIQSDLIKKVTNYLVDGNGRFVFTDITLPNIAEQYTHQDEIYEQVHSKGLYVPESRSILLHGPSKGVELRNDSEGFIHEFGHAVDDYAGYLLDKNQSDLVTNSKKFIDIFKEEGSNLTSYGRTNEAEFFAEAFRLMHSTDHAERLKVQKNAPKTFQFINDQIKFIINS
Y pestis TopoI = Yersinia pestis topoisomerase I inhibitors, primary screen, biochemical, cleavage product accumulation, plate reader, single point. activity, % at 10 µM. hit rate 0.064% among 360,000. AID 504884, 2011. DNA topoisomerase I (Yersinia pestis CO92). Y. pestis Topo-I cleavage product accumulation; in the data active = activity above about 50%, passing the limit was not always enough; note: inactives centre near 2
BH1578 lux ind = inducers of Vibrio cholerae quorum light production without autoinducers, primary screen, BH1578 luxS cqsA deficient, single point. hit rate 0.16% among 350,000. AID 588436, 2011. activation, % at 18.7 µM. V. cholerae BH1578 lux reporter, luminescence, 6 h; in the data active = activation mostly above about 9.7%, no sharp cut-off; note: not every result past the cut was called active; inactives centre near 0; reference of the scale not given here
SARS 3CLpro inh = SARS-CoV 3CLpro protease inhibitors, primary screen, biochemical, quenched FRET; hit rate 0.14% among 290,000; Replicase polyprotein 1ab (Severe acute respiratory syndrome coronavirus), P0C6X7; inhibition, % at 6 µM; recombinant SARS-CoV 3CLpro, quenched FRET peptide cleavage; in the data active = inhibition above about 12%
PfHsp40 rescue = rescue of yeast from PfHsp40 toxicity, primary screen, S. cerevisiae, ATP luminescence | S. cerevisiae expressing PfHsp40, growth rescue | growth rescue, % at 12.5 µM | hit rate 0.68% among 340,000 | AID 504582, 2011; in the data active = growth rescue above about 28%, passing the limit was not always enough;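 note: yeast W303a lacking pdr1 and pdr3 grown in galactose medium; growth measured after three days at 30 °C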
VHR inh abs = VHR1 phosphatase inhibitors, primary screen, biochemical, absorbance, uHTS; recombinant VHR phosphatase, pNPP absorbance; inhibition, % at 13.3 µM; hit rate 0.52% among 290,000; AID 1654, 2009; in the data active = inhibition above about 50%; note: some compounds called inactive have numbers as strong as hits
Target sequence (P51452 whole entry, looked up): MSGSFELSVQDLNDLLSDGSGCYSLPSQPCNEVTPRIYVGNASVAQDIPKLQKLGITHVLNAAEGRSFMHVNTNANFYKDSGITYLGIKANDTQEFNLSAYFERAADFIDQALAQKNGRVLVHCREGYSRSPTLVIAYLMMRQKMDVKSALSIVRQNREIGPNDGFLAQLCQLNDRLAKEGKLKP
Rv3671c protease = Rv3671c serine protease inhibitors, primary screen, biochemical, fluorescence polarization, M. tuberculosis H37Rv; inhibition, % at 5.96 µM; AID 2606, 2010; hit rate 0.048% among 320,000; P9WHR9; in the data active = inhibition above about 38%;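 note: extracellular domain of Rv3671c used as enzyme; 0% = enzyme with DMSO and 100% = no enzyme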
MazF activator = activators of E. coli MazEF toxin-antitoxin RNase, primary screen, biochemical, fluorescence, uHTS; FAM/BHQ RNA-DNA oligo cleavage fluorescence, 5 h; activation, % at 20 µM; hit rate 0.32% among 350,000; AID 504720, 2011; in the data active = activation above about 50%
Starred values were filed as active, the others as inactive; i = inactive; x = not tested or not shown; & = joins results of further samples. An excerpt. The share of hits here may be higher or lower than overall.

Order of values – Anthrax LF prot	MazF activator	Y pestis TopoI	BH1578 lux ind	TcdB GH inh	Rv3671c protease	PfHsp40 rescue	SSB-PriA inh	SARS 3CLpro inh	VHR inh abs
> CN(C)C(CNC(=O)c1cc(S(=O)(=O)N(C)c2ccc(F)cc2)ccc1Cl)c1ccco1 (stereo unspecified)
→ -2	-4	-1	7.1	1.1	-5	-0.6	-3	x	x
> CCOC(=O)c1cnc(-n2nc(C)cc2C)nc1N(C)C
→ -1	1	-7	12	x	-5	-2.5	14	-1	12
> CCn1cc([N+](=O)[O-])c(C(=O)N2N=C(c3ccc4ccccc4c3)CC2c2ccccc2O)n1 (stereo unspecified)
→ -4	4	19	i	x	-86	-0.3	33	6	22
> CCCCOC(=O)CCn1[nH]c(=O)c2ccccc2c1=O
→ -2	4	12	i	x	1	0.3	-15	1	23
> CCCC(=O)c1cc2c(cc1NC(=O)CC)OCCO2
→ -2	5	-3	i	0.5	-6	-0.8	-18	1	26
> Nc1nc(=O)n(C2CCCO2)cc1Br (stereo unspecified)
→ -3	-8	-4	i	1.1	x	-1.7	-8	x	x
> CN1CCN(c2ccc(NC(=O)c3ccc(C#N)cc3F)cc2Cl)CC1
→ -1	-1	-6	-0.5	2.1	-6	-0.1	3	-1	27
> O=S(=O)(c1ccc(F)cc1)N1CCN(CCOc2ccccc2)CC1
→ -9	1	13	-0.4	1.2	5	0.1	-9	x	x
> COc1ccc(C(C)NCCC(c2ccc(OC(C)C)cc2)c2ccccc2OC)cc1 (stereo unspecified)
→ -2	15	0	-2.2	-3.1	x	1.9	14	8	6
> N#Cc1ccc(C2=CC(=O)C[C@H](c3ccc(F)cc3)C2)cc1
→ -5	-10	8	0.4	-2.3	-6	2.2	0	x	x
> c1ccc(COc2cccc(-c3cc4nc(NCc5ccc6c(c5)OCO6)ccn4n3)c2)cc1
→ -2	x	2	i	0.7	x	x	x	x	x
> Cc1ccc(-c2nnc(-c3ccc(Br)cc3)o2)o1
→ -9	2	-7	-0.2	x	2	0.0	-8	-4	9
> CC(C)[C@H](NC(=O)N1CC(=O)Nc2ccccc21)C(=O)Nc1nccs1
→ -1	7	6	0.7	0.9	-2	0.7	-6	0	-7
> COc1cc2c(cc1OC)[C@@H](NC(=O)CCc1ccccc1)[C@H](O)C2
→ -2	-1	-1	i	0.2	x	0.2	-7	x	x
> Cc1ccnc(Nc2nc(-c3ccc(O)cc3)cs2)c1
→ 7	11	-4	1.5	2.0	11	2.0	1	-5	-23
> CCOC(=O)c1c(NC(C)=O)sc2c1CCN(Cc1ccccc1)C2
→ -6	1	23	0.6	1.6	6	0.5	-3	-2	17
> NC(Cc1ccc(C(F)(F)F)cc1)c1csc(NC(=O)Nc2ccccc2)n1 (stereo unspecified)
→ -4	x	-7	i	0.6	x	x	x	x	x
> c1csc(-c2nc(-c3ccncc3)no2)c1
→ -2	10	5	-3.5	0.4	4	13	-2	-7	26
> CC1CCN(CC(=O)Nc2ccccc2Sc2ccccc2)CC1
→ -1	-12	2	-0.2	x	-3	-0.3	-30	2	-2
> O=C(CSC(=S)N1CCCC1)N1CCN(S(=O)(=O)c2cccc([N+](=O)[O-])c2)CC1
→ 1	2	-7	-2.9	1.4	-3	-0.6	-12	-6	9
> O=c1[nH]c(=O)n(CCc2ccccc2)c(O)c1/C=N/N1CCOCC1
→ 0	8	3	-0.2	-0.5	-5	-0.7	x	1	10
> O=C(CN1CCN(CCO)CC1)Nc1ccccc1
→ -1	9	2	x	x	11	-0.2	-11	-1	13
> CCOc1cccc(=O)c2c(C)n(Cc3ccccc3)c(C)c12
→ -2	-1	3	-0.3	1.0	3	-0.3	-6	6	14
> C=CCOc1ccc(C(=O)/C=C2/C(=O)Nc3ccccc32)cc1
→ -5	0	-13	-0.4	-0.1	-4	0.6	2	3	6
> OC[C@H]1O[C@@H](c2nc(-c3nc(-c4ccc(F)cc4)no3)cs2)[C@H](O)[C@@H](O)[C@H]1O
→ -6	x	-1	-0.4	1.7	x	x	x	x	x
> Cc1ccc(S(=O)(=O)NCCSc2nnnn2-c2ccccc2)cc1
→ -5	-5	-14	i	1.3	-1	0.4	0&-16	-5	9
> S=c1[nH]nc(-c2ccccc2)c2ccccc12
→ -1	4	-2	-0.2	1.1	-4	0.6	-4	-3	22
> CCc1nnc(SCC(=O)Nc2ccc3c(c2)OCO3)o1
→ -3	5	-3	-2.8	x	-1	-0.9	-2	4	-8
> Cc1ccc(C(C(=O)Nc2ccc3c(c2)OCO3)N(C)C(=O)/C=C\c2ccc3c(c2)OCO3)cc1 (stereo unspecified)
→ -3	-2	10	-0.3	x	-16	0.9	27	4	2
> CN(C(=S)NC(=O)Cc1ccccc1)c1ccccc1
→ -3	8	-3	-0.3	0.6	1	0.7	2&0	2	29
> COc1cc(C=Nc2ccccc2C(=O)Nc2ccccc2)cc(OC)c1OC
→ -2	1	-6	-0.3	-0.3	0	-1.2	-3	1	-5
> COc1cc(C(CC(=O)O)n2cnnn2)ccc1OC(C)C (stereo unspecified)
→ 0	1	8	i	0.6	0	-2.4	-13	-2	12
> O=C(CSCCO)Nc1ccc(C23CC4CC(CC(C4)C2)C3)cc1
→ 4	2	13	-0.4	x	1	0.7	-20	4	13
> CCc1cccc(NC(=O)c2cccc(S(=O)(=O)N3CCN(C)CC3)c2)c1
→ 1	3	-4	-2.8	1.4	4	-1.2	-18	5	30
> COc1ccc(-c2cc(=O)c3c(O)c(OC)c(O)cc3o2)cc1
→ -1	4	-7	-0.4	0.7	-8	1.7	-10	1	7
> CC(=O)c1sc(NC(=O)CN2C(=O)NC3(CCCC3)C2=O)nc1-c1ccccc1
→ -3	8	-1	-5.9	1.0	0	0.2	-6	x	x
> COc1ccc(C(=O)CNc2ccc3ccccc3c2)cc1
→ -1	-3	9	-0.2	0.9	x	-1.2	-12	3	3
> COc1ccc(N2C(=O)CC(N3CCOCC3)C2=O)cc1 (stereo unspecified)
→ 0	-7	2	0.5	x	-2	-0.1	-21	1	-12
> CC(C)(C)[C@@H]1CCC(=O)N(CC[C@H](Sc2ccccc2)c2ccccc2)CC1
→ 0	-5	34	i	-0.8	-18	2.6	-4	-5	9
> C/C(=N\NS(=O)(=O)c1ccccc1)c1ccccc1
→ 1	8	2	-0.1	-1.2	1	-0.1	x	4	13

An excerpt from above, showing only Rv3671c protease and SSB-PriA inh:
mol | Rv3671c protease | SSB-PriA inh
CCc1cccc(NC(=O)c2cccc(S(=O)(=O)N3CCN(C)CC3)c2)c1 | 4 | -18
COc1ccc(-c2cc(=O)c3c(O)c(OC)c(O)cc3o2)cc1 | -8 | -10
CC(=O)c1sc(NC(=O)CN2C(=O)NC3(CCCC3)C2=O)nc1-c1ccccc1 | 0 | -6

Carrying on.
Order of values – Anthrax LF prot	MazF activator	Y pestis TopoI	BH1578 lux ind	TcdB GH inh	Rv3671c protease	PfHsp40 rescue	SSB-PriA inh	SARS 3CLpro inh	VHR inh abs
> CN(Cc1ccccc1)C(=O)c1nc[nH]c1C(=O)N1CCN(c2ccccc2)CC1
→ -3	5	11	-0.3	1.1	15	-0.4	4	x	x
> C=CCNC(=O)C(C)N1c2cccc3cccc(c23)S1(=O)=O (stereo unspecified)
→ 0	2	-8	0.8	1.7	10	0.6	-11	3	0
> CN(C)c1ccc(NC(=O)c2ccc(N3CCOCC3)nc2)cc1
→ -2	-9	-8	-0.6	1.0	10	0.5	21	-1	52*
> COP(=O)(OC)C(Nc1cc(Cl)cc(Cl)c1)c1cccc(O)c1 (stereo unspecified)
→ -2	0	3	-0.3	1.8	-12	0.0	-3	4	27
> Cc1ccsc1C(=O)C1CCCN(Cc2cnn(C(C)C)c2)C1 (stereo unspecified)
→ 0	-4	0	-0.3	1.5	-1	-2.4	7	-1	-9
> CC(C)NC(=O)N(C)C[C@H]1Oc2ncc(Br)cc2C(=O)N([C@H](C)CO)C[C@@H]1C
→ -3	4	3	-1.1	0.4&0.1	x	x	x	x	x
> C/C(N)=C(/C#N)C(=O)COC(=O)c1oc2ccccc2c1COC(C)C
→ -5	-10	4	0.2	0.1	-5	-0.3	-11	6	2
> COc1ccc(Cn2c(C)nc3oc4cc(OC)ccc4c(=O)c3c2=O)cc1
→ 4	-18	-2	i	x	x	1.0	-3	0	30
> COc1ccc(-c2cc(-c3ccccc3)nc(SCC(=O)Nc3ncc(C)s3)c2C#N)cc1
→ -4	-46	6	-0.8	-0.2	-111	0.4	-7	0	1
> O=C(Cn1cnc2c(OCc3ccccc3)ncnc21)NCc1nc2ccccc2[nH]1
→ -1	5	9	i	0.0	1	0.9	-1	x	x
> C/C(=N\NC(N)=S)c1ccc(-n2ccnc2)cc1
→ 2	1	4	-0.8	-0.1	-11	0.3	x	3	23
> CC(C)(C)C(=O)CN1CCN(C2c3ccccc3-c3ccccc32)CC1
→ -8	-8	13	-0.7	1.0	7	21	-6	5	4
> COc1cc(/C=N/S(=O)(=O)CCc2ccccc2)cc(OC)c1O
→ -5	6	-2	-0.4	-16	-8	-1.5	x	5	3
> O=C(Cc1ccccc1)NCC(=O)N/N=C/c1ccc(C(=O)O)cc1
→ -4	2	24	0.5	-0.4	2	-0.2	x	0	-2
> CC1(C)CC(=O)C2=C(C1)N(c1ccccc1)C(=O)C2(O)C(F)(F)F (stereo unspecified)
→ -3	12	-3	-0.1	-0.2	3	-0.1	6	3	-6
> COC(=O)c1cccc(COC(=O)c2ccc(CS(=O)(=O)c3ccc(C)cc3)cc2)c1
→ 4	4	3	x	x	-2	-0.8	-24	4	19
> Cc1oc2cc(O)ccc2c(=O)c1Oc1ccccc1
→ 0	-3	-5	-0.4	x	4	-0.2	-3	1	24

From PubChem BioAssay
